# Cdc42 wt = human Cdc42 wildtype GTP binding change, either direction; GST-Cdc42 beads, Bodipy-GTP binding, flow cytometry; actives lie on both sides; percent activity (GTP binding), % at 10 µM; 190,000 tested, 0.2% active;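 active = percent activity GTP binding at least 20 points away from the 100% baseline, either down as inhibitor or up as activator; inconclusive = compound flagged as likely green fluorescent from well-wide comparison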;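 also: median bead fluorescence of bound Bodipy-FL-GTP at 100 nM; 0% = excess unlabeled GTP control and 100% = no compound control; below 100% means less GTP binding so inhibitor and above means activator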
# Target sequence (P60953 whole entry, looked up): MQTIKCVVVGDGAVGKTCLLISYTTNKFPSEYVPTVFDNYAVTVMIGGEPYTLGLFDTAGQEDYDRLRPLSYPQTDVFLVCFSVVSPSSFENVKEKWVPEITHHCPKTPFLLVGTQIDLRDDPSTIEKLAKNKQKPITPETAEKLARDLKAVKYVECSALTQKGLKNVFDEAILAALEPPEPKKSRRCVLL
# Pf gamet viab = P. falciparum stage V gametocyte viability inhibition; P. falciparum stage V gametocytes, ATP luminescence, 24 h; inhibition, % at 10.9 µM; 150,000 tested, 0.065% active; AID 743093;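 active = inhibition above the mean plus 3 SD of compounds within the control limits, set per campaign, cut at about 38% in these data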;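 also: 0% = DMSO wells and 100% = medium only without gametocytes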
# Rac1 wt modul = human Rac1 wildtype GTP binding, inhibitors and activators | P63000 | GST-Rac1 beads, fluorescent GTP binding, flow cytometry; actives lie on both sides; 0 = cold GTP competed, 100 = untreated | GTP binding activity (% of control), % at 10 µM | 190,000 tested, 0.27% active | AID 757;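 active = GTP binding activity at least 20 points away from the 100% control level, either lower or higher; inconclusive = compound flagged as likely green fluorescent, judged across all proteins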
# HRas wt GTP = modulators of GTP binding to human HRas wildtype; GST-Ras wt beads, Bodipy-FL-GTP binding, flow cytometry; actives lie on both sides; GTP binding activity, % at 10 µM; 190,000 tested, 0.14% active; AID 759;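 active = GTP binding activity at least 20% away from the 100% baseline, either lowered as inhibitor or raised as activator; inconclusive = flagged as likely green fluorescent, judged across all proteins in the well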;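 also: 0% = unlabeled GTP competition control and 100% = no-compound control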
# Mcl1-Bid inh = Mcl-1/Bid interaction inhibition; AID 1021; inhibition, % at 21.7 µM; TR-FRET Mcl-1/Bid-Dy647 peptide binding, 1536-well; Q07820; 220,000 tested, 0.97% active;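 active = compounds that cut the binding signal by more than half at the single screening dose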;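 also: His-tagged Mcl-1 with europium anti-His antibody binding Bid BH3 peptide; 0% = Mcl-1 plus peptide wells and 100% = peptide-only wells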
# Target sequence (Q07820 whole entry, looked up): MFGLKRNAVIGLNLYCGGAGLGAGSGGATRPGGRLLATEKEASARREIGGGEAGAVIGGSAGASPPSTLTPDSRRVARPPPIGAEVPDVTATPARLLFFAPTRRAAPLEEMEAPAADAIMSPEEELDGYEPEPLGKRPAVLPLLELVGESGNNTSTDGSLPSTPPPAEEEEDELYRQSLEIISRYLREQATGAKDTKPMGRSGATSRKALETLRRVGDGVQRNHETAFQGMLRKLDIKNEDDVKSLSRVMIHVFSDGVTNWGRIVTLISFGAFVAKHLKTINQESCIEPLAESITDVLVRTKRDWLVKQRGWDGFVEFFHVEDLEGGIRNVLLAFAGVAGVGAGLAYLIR
# Mcl-1 Bim block = inhibitors of Bim-Mcl-1 interaction, human; inhibition, % at 10 µM; 190,000 tested, 0.1% active; AID 1009; Q07820; Bead-based flow cytometry, Bim peptide-Mcl-1 binding; in the data active = inhibition above about 40%;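 also: 0% = no compound tracer wells and 100% = peptide blocker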
# Rac1 mut GTP = alters GTP binding to activated mutant human Rac1; GST-Rac1 activated beads, fluorescent GTP binding, flow cytometry; actives lie on both sides; 100% means binding = to untreated wells; 190,000 tested, 0.11% active; percent activity (GTP binding), % at 10 µM; P63000;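 active = GTP binding at least 20 percentage points away from the 100% baseline, in either direction, so actives lie on both sides; inconclusive = Compound likely fluorescent itself, or too few beads counted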
# RGS8-Gao = modulates binding of RGS8 to human Galphao | P09471 | multiplexed bead flow cytometry; actives lie on both sides | response (percent of control binding), % at 10 µM | 220,000 tested, 0.34% active | AID 1423; in the data active = response below about 60% or above about 140%; inactive = in between;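 also: Galphao activated as the GDP aluminium fluoride complex binding bead-coupled RGS8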
# Target sequence (P09471 whole entry, looked up): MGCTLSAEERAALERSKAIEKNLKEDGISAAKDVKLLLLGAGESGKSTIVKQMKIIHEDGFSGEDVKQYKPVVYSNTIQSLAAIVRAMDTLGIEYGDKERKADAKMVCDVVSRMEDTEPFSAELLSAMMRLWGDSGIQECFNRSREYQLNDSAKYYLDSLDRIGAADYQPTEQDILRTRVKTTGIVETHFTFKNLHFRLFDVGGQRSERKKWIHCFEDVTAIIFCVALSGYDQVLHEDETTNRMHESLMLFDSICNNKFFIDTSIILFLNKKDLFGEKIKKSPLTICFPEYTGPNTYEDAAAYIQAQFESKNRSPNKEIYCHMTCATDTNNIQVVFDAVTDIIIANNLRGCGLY
# Rab7 wt modul = dog Rab7 wildtype GTP binding, inhibitors and activators. GST-Rab7 beads, fluorescent GTP binding, flow cytometry; actives lie on both sides; untreated = 100%, excess cold GTP = 0%. GTP binding activity (percent of control), % at 10 µM. 190,000 tested, 0.055% active;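 active = fluorescent GTP binding to Rab7 beads changed by at least 20 points from the 100% baseline, either direction, mostly lower; inconclusive = compound itself probably fluorescent, or too few beads counted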;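 also: median green fluorescence of bound Bodipy-FL-GTP per Rab7 bead population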
# Rab2A wt mod = changes GTP binding to wildtype dog Rab2A, up or down. P61105. GST-Rab2 wt beads, Bodipy-GTP binding, flow cytometry. GTP binding activity, % at 10 µM. 190,000 tested, 0.19% active. AID 760;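 active = GTP binding activity at least 20 points away from 100%, either lowered or raised; inconclusive = signal likely due to the compound's own green fluorescence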;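 also: 0% = beads with excess unlabeled GTP and 100% = no-compound control corrected for plate trend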
# Mcl1 Noxa PPI = Mcl-1/Noxa interaction inhibition; 220,000 tested, 1.5% active; TR-FRET Mcl-1/Noxa peptide binding, 2 h; inhibition, % at 21.7 µM;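 active = compounds that cut the protein-peptide binding signal by more than 50% relative to plate controls in a single-dose test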;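 also: His-tagged Mcl-1 with rhodamine Noxa BH3 peptide and terbium anti-His antibody; 0% = Mcl-1 plus Noxa peptide wells and 100% = peptide-only wells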
# * = called active by the depositor; ? = inconclusive; nt = not tested or not shown; & = joins results of further samples.
SMILES,Cdc42 wt,Pf gamet viab,Rac1 wt modul,HRas wt GTP,Mcl1-Bid inh,Mcl-1 Bim block,Rac1 mut GTP,RGS8-Gao,Rab7 wt modul,Rab2A wt mod,Mcl1 Noxa PPI
COc1ccc(-n2cc(C(=O)c3ccc4ccccc4c3O)cn2)cc1,95,nt,99,97,-24,0,95,90,107,95,9
Cc1nc(-c2ccccc2)cc(N2CCCC2)n1,101,3,104,100,-30,-6,100,99,96,98,-9
O=C(c1ccc(Br)cc1)c1cc(-c2ccccn2)c(N2CCOCC2)s1,101,-2,106,102,-3,-3,99,101,104,102,3
O=[N+]([O-])c1ccc(N/N=C/c2ccc(O)c(O)c2O)c(S(=O)(=O)N2CCOCC2)c1,97,nt,96,96,-45,12,93,65,105,99,104*
COc1ccc(/C=N/Nc2nc(N3CCCC3)nc(N3CCCC3)n2)cc1,94,-23,97,98,-27,-1,96,100,96,98,5
CNC(=O)c1nn(-c2ccc(Cl)cc2)ccc1=O,97,4,100,99,-8,0,97,102,97,98,10
COc1ccc(N2CCN(C3CC(=O)N(Cc4ccccc4)C3=O)CC2)cc1 (stereo not given),99,nt,96,95,-22,-2,96,100,95,95,30
c1ccc(C(c2ccccc2)c2noc(CN3CCC(c4ccncc4)CC3)n2)cc1,94,-12,97,98,-17,1,97,106,94,98,-15
O=C(Nc1ccc(Cc2ccncc2)cc1)c1ccc(S(=O)(=O)N2CCCC2)cc1,97,0,99,97,-6,-3,95,102,96,97,7
CCOc1ccc(/C(O)=C2/C(=O)C(=O)N(CC3CCCO3)C2c2cccs2)cc1 (stereo not given),97,nt,98,95,11,-2,94,103,97,96,17
COc1ccc(NC(=O)c2ccco2)c(NC(=O)Cc2cccs2)c1,101,nt,101,97,7,0,98,101,97,96,16
CCCCN(CCCC)S(=O)(=O)c1ccc(NS(=O)(=O)c2ccc(NC(C)=O)cc2)cc1,97,nt,98,97,-14,3,96,102,93,95,-13
COc1cc(/C=N/NC(=O)CNC(=O)c2ccc3c(c2)OCCO3)ccc1O,103,16,104,99,-47,-1,101,102,98,99,17
Cc1ccc(S(=O)(=O)NC(=O)Nc2cc(C)ccc2F)cc1,106,-8,98,103,32,2,100,101,99,105,8
O=C(NN=C1CCCC1)c1ccccc1OCc1ccc(Cl)cc1,99,11,104,100,-2,0,97,100,104,103,10
CSc1nc2[nH]ncc2c(=O)n1-c1ccccc1,106,nt,105,101,-5,-5,101,100,99,101,5
O=C(Nc1ccccc1-c1nc2ccccc2s1)c1cccnc1Cl,96,-1,99,97,37,1,96,100,97,95,-56
O=C(COc1ccc([N+](=O)[O-])cc1)Nc1ccccc1N1CCCC1,98,0,100,98,-36,-2,95,102,98,97,20
CN1C(=O)N(c2ccccc2)C(Nc2nncs2)C1(C)C (stereo not given),100,28,98,102,0,0,98,91,104,102,-2
O=C(COc1cccc2ccccc12)N/N=C/c1ccncc1,95,-22,96,96,-24,-1,93,100,97,93,16
Cc1nn(C)c(C)c1S(=O)(=O)N1CCC(CO)(CC2CCCCO2)CC1 (stereo not given),99,-23,97,97,-22,4,98,104,104,99,11
Cc1ccc(/C=N/n2nnnc2N)o1,95,-7,94,97,7,0,93,100,95,94,-8
CC1(C(=O)NCc2ccccc2)Oc2ccccc2NC1=O (stereo not given),100,nt,102,101,-3,-3,98,101,99,99,14
COc1ccc(Nc2nnc(SCC(=O)/C=C3/N(C)c4ccccc4C3(C)C)s2)cc1,97,1,101,96,-42,-2,94,99,98,95,28
Cn1c(CO)cnc1SCc1c(Cl)cccc1Cl,108,-63,104,106,-30,0,101,96,101,106,6

# Additional compounds
SMILES,Cdc42 wt,Pf gamet viab,Rac1 wt modul,HRas wt GTP,Mcl1-Bid inh,Mcl-1 Bim block,Rac1 mut GTP,RGS8-Gao,Rab7 wt modul,Rab2A wt mod,Mcl1 Noxa PPI
CCCn1nnnc1NC(=O)c1cc(Cl)ccc1Cl,105,-2,105,100,19,-6,96,102,98,99,10
CC1CCc2c(sc3ncn(CCO)c(=O)c23)C1 (stereo not given),95,1,97,95,4,1,94,107,93,96,-1
CN(C)S(=O)(=O)c1ccc2c(c1)nc(CCC(=O)NCc1ccc(Cl)cc1)n2C,100,nt,98,96,-7,-5,96,101,96,96,7
O=C(CN1C(=O)C2C3C=CC(C4CC34)C2C1=O)Nc1cnc2ccccc2c1 (stereo not given),98,nt,97,97,-9,-3,97,102,96,97,0
CC(C)c1nnc(N2C(=O)c3oc4ccccc4c(=O)c3C2c2ccco2)s1 (stereo not given),101,5,101,101,-4,-4,98,98,99,99,-5
NC(=O)C1CCN(C(=O)COc2cccc3ccccc23)CC1,96,nt,100,98,-12,0,97,96,96,94,-4
COC(=O)c1c(C)[nH]c(C)c1-c1ccc([N+](=O)[O-])cc1,97,14,97,97,-36,-5,95,89,103,97,1
COc1ccc(-n2c(Cn3nnc4ccccc43)nnc2SCC(=O)O)cc1,100,17,106,101,-26,-5,98,100,101,102,0
Cc1ccc(C(CC(=O)O)C2CCOC(C)(C)C2)cc1 (stereo not given),101,nt,103,101,-12,0,99,102,100,100,-2
Cc1c(C(=O)OCC(=O)c2c(N)n(CC(C)C)c(=O)n(C)c2=O)oc2ccccc12,99,nt,98,97,-6,0,94,102,103,93,0
CCCCS(=O)(=O)c1sc2nc3c(cc2c1N)CCCC3,101,nt,99,98,-11,2,95,99,105,100,11
CCOC(=O)c1cc(C(C)(C)C)oc1CNC(=O)c1c(C)oc2c1CCCC2,97,nt,100,100,-11,0,94,92,96,97,-2
Cc1ccc(C(=S)NCS(=O)(=O)c2ccc(C)cc2)cc1,107,18,105,107,-23,-3,102,96,113,107,-10
CCC(=O)OCC(=O)c1cc(C)n(-c2ccc(Br)cc2)c1C,96,6,99,95,-36,-2,96,94,96,95,6
CCOC(=O)c1[nH]c2ccc(C)cc2c1N,99,nt,102,100,-13,-1,98,98,97,101,45
CCC(CC)C(=O)NCCc1cc2ccc(C)cc2[nH]c1=O,103,nt,104,100,6,-1,98,108,102,101,9
Cc1cc(=O)[nH]c(/N=C(\N)Nc2ccc(SC(F)F)cc2)n1,99,5,99,99,-15,-2,96,103,95,96,-2
Cc1cc(C)c2sc(N(CCCN(C)C)C(=O)c3ccc(Br)s3)nc2c1,97,8,101,98,8,0,98,103,100,98,21
O=C(NCCN1CCOCC1)c1cc(Sc2cccc(Cl)c2)nc2ccccc12,103,-15,106,104,-2,-2,103,102,101,103,14
Cc1ccc(C)c(NC(=O)CSc2nnc(-c3ccccc3)o2)c1,93,nt,96,93,-1,-6,95,101,96,93,13
CC(O)CNc1cc(N)c([N+](=O)[O-])cc1[N+](=O)[O-] (stereo not given),100,8,105,101,-18,-1,99,99,100,100,-17
O=C(O)c1cnn(-c2ccccc2)c1-n1cccc1,99,nt,102,97,-6,-4,94,104,99,98,5
COCCCNC(=O)C1CCC(CNS(=O)(=O)c2ccc(OC)cc2)CC1 (stereo not given),97,12,97,95,-2,-1,94,102,98,96,5
CCCCCn1c(=O)[nH]c2cc(C(=O)NCCCN(C)Cc3ccccc3)ccc2c1=O,95,21,102,98,-1,-3,95,103,106,98,10
COC(C(=O)NCc1ccccc1C)c1ccccc1 (stereo not given),100,-6,104,101,-1,-1,100,101,99,101,11

# Continuation.
SMILES,Cdc42 wt,Pf gamet viab,Rac1 wt modul,HRas wt GTP,Mcl1-Bid inh,Mcl-1 Bim block,Rac1 mut GTP,RGS8-Gao,Rab7 wt modul,Rab2A wt mod,Mcl1 Noxa PPI
Cc1ccc2nc3c(cc(C(=O)NCC4CCCO4)c(=N)n3CCCOC(C)C)c(=O)n2c1 (stereo not given),107,nt,106,105,4,3,101,102,106,102,20
CN(C)CCOC(=O)C1(c2ccccc2)CCOCC1,98&100,-24,105&103,100&102,-6&-1,-7&-2,99&99,101&112,98&99,97&99,0&10
N#Cc1ccc(/C=C/C(=O)c2cccnc2)cc1,90,-7,94,93,-16,-2,95,93,92,94,16
CCC(CC)c1nnc(NC(=O)C2=NNC(=O)CC2)s1,91,nt,97,97,-12,-3,92,104,94,94,9
CC(=O)Nc1ccc(OS(=O)(=O)c2ccc([N+](=O)[O-])cc2)cc1,97,-18,98,97,-3,-1,97,97,96,98,11
O=C(Cn1nc(Cl)nc1Cl)c1cc2ccccc2oc1=O,105,-48,109,101,39,-1,102,98,99,101,24
CCOC(=O)c1c(C)oc(NC(=O)CCl)c1C(=O)OCC,102,-15,101,102,-19,1,98,95,108,101,-1
O=C(c1cnn2cccnc12)N1CCN(c2ccccc2)CC1,101,nt,99,99,-20,-3,100,101,97,98,2
CC(/C=N/NC(=O)c1c(Br)cnn1C)=C\c1ccccc1,102,15,103,100,-7,-6,101,101,105,101,24
CCC(CC(C)(C)O)C(=O)NNC(=S)Nc1ccccc1 (stereo not given),93,-7,100,95,-63,0,97,99,99,93,4
Cc1c(NC(=O)c2ccccc2F)c(=O)n(-c2ccccc2)n1C,106,nt,107,104,-66,3,100,101,104,102,-11
Cc1csc(NC(=O)CCSCCc2ccccn2)n1,98,nt,103,98,-17,-1,98,117,96,98,15
C1=C(CCNC2=NCCCCC2)CCCC1,102,25,100,99,-30,-7,98,103,96,100,7
CCN(CC)C(=O)c1cn(C)c2ccc(S(=O)(=O)N(CC)CC)cc2c1=O,111,2,111,107,9,-3,101,101,107,109,1
O=S(=O)(c1ccc(S(=O)(=O)N2CCCC3(CCCCC3)C2)cc1)N1CCCCC1,100,18,102,101,-14,0,100,102,101,100,-9
Cc1cc(C)cc(-c2nnc(SCC(=O)c3ccc4c(c3)OCCO4)o2)c1,?,nt,?,?,-3,-1,?,98,?,?,-11
CCn1c(SCC(=O)N/N=C(\C)c2ccco2)nnc1-c1ccccc1,100,-29,101,95,-40,-2,96,91,99,97,1
COc1ccc(Cl)cc1NC(=O)C1(c2cccs2)CCOCC1,98,-8,101,99,-24,-1,98,103,102,99,2
Cc1ccc(NC(=O)c2ccc(N/N=C/c3cccc(O)c3)c([N+](=O)[O-])c2)cc1,103,-3,103,100,-5,0,98,94,101,101,35
COc1ccc(Cc2nnc(SCC(=O)N3CCN(c4ccccc4)CC3)o2)cc1,100,4,98,101,-34,-1,93,99,99,98,0
CC1(C)Cc2c(C#N)c(OCC(=O)c3ccc(Cl)cc3)nc(-c3ccoc3)c2CO1,101,nt,100,98,1,0,98,98,96,97,8
Cc1ccc(C)c(NC2=NCC(=O)N2c2ccc3c(c2)OCCO3)c1,102,nt,104,100,-3,0,97,90,99,96,10

# Assay outcomes: PubChem, several laboratories
